aSyn UTR inh: MLPCN primary screen, SNCA 5' untranslated region. alpha-synuclein 5'UTR reporter, inhibitor activity. actives 0.82% (n = 300,000). AID 1813. inhibition, % (tested at 7.5 µM); in the data active means inhibition above about 60%;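 further: H4 neuroglioblastoma cells stably carrying SNCA 5'UTR luciferase fusion; 0% = DMSO wells and 100% = positive control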
Platelet DG rel: platelet dense granule release activity; human platelet-rich plasma, SFLLRN dense granule ATP release, luminescence; inhibition, %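 (compounds screened at 7.5 µM in platelet-rich plasma)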; actives 0.22% (n = 300,000); AID 1663;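 active means mean replicate score, as percent of positive control, at or above 50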
IEC-6 tox: counter-screen for KLF5 inhibitors: cytotoxicity in IEC-6 cells. IEC-6 cytotoxicity, luminescence viability. inhibition, % at 5 µM. actives 0.78% (n = 290,000). AID 1825; in the data active means inhibition above about 22%;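 further: 0% = plate median of test compound wells and 100% = cytotoxic reference compound wells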
HSF1 inhib: HSF1 inhibition. NIH3T3-HGL HSE-luciferase, MG132-induced, luminescence 8 h; active compounds read low. activity change, negative = inhibition, % at 7.5 µM (by protocol). actives 0.77% (n = 300,000);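 active means more than half of replicate wells show activity change below -50%, luminescence cut by over half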;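 further: luciferase reports HSF-1 transcriptional activity via heat shock element; 0% = median of DMSO wells and -100% = zero luminescence signal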
HIF activator: HIF pathway transcriptional activation. U2OS HRE-luciferase reporter, luminescence; normalized: DMSO 0%, desferrioxamine 100%. activation, % at 7.5 µM (by protocol). actives 0.32% (n = 300,000). AID 1910;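 active means mean activation of at least 10% of the iron chelator positive control signal, with at least half of replicates also reaching 10%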
SKKanGAS inh: SKKanGAS growth inhibition; inhibition, % at 7.5 µM; AID 1662; actives 1.3% (n = 300,000); S. pyogenes SKKanGAS, kanamycin growth, BacTiter-Glo, 6 h;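 active means mean replicate score, as percent of positive control median, at least 50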;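 further: strain carries kanamycin resistance gene driven by streptokinase promoter and grows in 40 µg/ml kanamycin; loss of luminescence reflects streptokinase promoter inhibition or plain growth inhibition; 0% = median of DMSO wells and 100% = positive control at its reference dose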
KLF5 inh: inhibitors of KLF5 expression | AID 1700 | inhibition, % at 5 µM | DLD-1 KLF5 promoter-luciferase reporter, luminescence | actives 0.23% (n = 290,000);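 active means inhibition above a per-plate limit of that plate's mean compound inhibition plus 3 SD, cut at about 60% in these data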;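 further: 0% = DMSO wells and 100% = LY294002 at 200 µM; higher means less KLF5 promoter-driven luciferase light; inactives centre near -14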
AI-2 QS mod: Vibrio harveyi AI-2 quorum sensing modulation | Vibrio harveyi JMH597 AI-2 luminescence/OD600 ratio, 9 h; active compounds read low; strain lacks LuxN and CqsS sensors; 0 = neutral-control median | activity change, % at 7.5 µM | actives 0.4% (n = 300,000); in the data active means activity change below about -75%, passing the limit was not always enough;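 further: luminescence divided by OD600 gain over 9 h not by final OD600 alone; inactives centre near 13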
HSP90 inh: inhibitors of HSP90 luciferase refolding in rabbit reticulocyte lysate; luciferase refolding luminescence, 3 h; inhibition, % at 5.6 µM; actives 0.91% (n = 290,000); AID 1789;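 active means inhibition above the screen-wide mean plus 3 SD, computed separately per campaign, cut at about 16% in these data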;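 further: 0% = DMSO wells and 100% = 60 µM geldanamycin wells; inhibitors lower the luminescence because luciferase stays unfolded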
HSF-1 act: increases HSF-1 driven luciferase reporter signal; NIH3T3-HGL HSF-1 luciferase reporter, MG132, 8 h; 100% = twice DMSO control signal; actives 1.7% (n = 300,000); activation, % at 9 µM; AID 504408;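 active means mean replicate activation of at least 50% with a set share of replicates each reaching 50%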;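 further: 0% = median of the neutral control wells and 100% = twice that signal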
Active calls of the source: *.

CCOc1ccc(S(=O)(=O)N/N=C(\C)c2ccc(Cl)c(Cl)c2Cl)cc1 was read as aSyn UTR inh 3, Platelet DG rel -4, IEC-6 tox -13, HSF1 inhib -1, HIF activator -0.8, SKKanGAS inh 20, KLF5 inh -13, AI-2 QS mod 7, HSP90 inh -3 and HSF-1 act -13.
For CCCCNC(=O)NCC(=O)Nc1ccc(F)c(F)c1 the results were aSyn UTR inh 20, Platelet DG rel 1, IEC-6 tox -4, HSF1 inhib 2, HIF activator 0.1, SKKanGAS inh 2, KLF5 inh -19, AI-2 QS mod 14, HSP90 inh -1 and HSF-1 act -13.
`CCCOc1ccccc1OCC(=O)Nc1ccc(S(=O)(=O)N2CCCCC2)cc1` gave aSyn UTR inh -65, Platelet DG rel 5, HSF1 inhib -6, HIF activator -0.6, SKKanGAS inh 2, AI-2 QS mod 20 and HSF-1 act -3.
For COc1ccc(CCN2Cc3c(N)cccc3C2=O)cc1OC the results were aSyn UTR inh -2, Platelet DG rel 5, IEC-6 tox -4, HSF1 inhib -21, HIF activator -1.1, SKKanGAS inh 3, KLF5 inh -25, AI-2 QS mod 6, HSP90 inh -3 and HSF-1 act -33.
`O=C(Cn1c(=O)n(-c2ccc(F)cc2)c(=O)c2sccc21)NC1CCCCC1` gave aSyn UTR inh 7, Platelet DG rel -7, IEC-6 tox -12, HSF1 inhib -6, HIF activator -0.2, SKKanGAS inh -6, KLF5 inh 4, AI-2 QS mod 6, HSP90 inh -4 and HSF-1 act -24.
For C=CCn1c(SCC(=O)Nc2nccs2)nnc1-c1cc2cccc(OC)c2o1 the results were aSyn UTR inh 27, Platelet DG rel -5, IEC-6 tox 5, HSF1 inhib -17, HIF activator -0.9, SKKanGAS inh -16, KLF5 inh -11, AI-2 QS mod 8, HSP90 inh 0 and HSF-1 act -28.
For CN(C(=O)CCN1C(=O)S/C(=C\c2ccccc2)C1=O)C1CCS(=O)(=O)C1 (configuration not stated) the results were aSyn UTR inh 0, Platelet DG rel 0, IEC-6 tox 1, HSF1 inhib 13, HIF activator 0.4, SKKanGAS inh 0, KLF5 inh -38, AI-2 QS mod 39, HSP90 inh -1 and HSF-1 act 18.
Screening S=C(NC12CC3CC(CC(C3)C1)C2)N1CCCC1 returned aSyn UTR inh 9, Platelet DG rel 18, IEC-6 tox -1, HSF1 inhib -6, HIF activator -0.6, SKKanGAS inh -4, KLF5 inh -10, AI-2 QS mod 15, HSP90 inh 1 and HSF-1 act -8.
O=C(CN1C(=O)C2C3C=CC(C4CC34)C2C1=O)Nc1cnc2ccccc2c1 (configuration not stated) was read as aSyn UTR inh -83, Platelet DG rel 11, IEC-6 tox -4, HSF1 inhib 5, HIF activator 0.2, SKKanGAS inh -7, KLF5 inh -36, AI-2 QS mod 9, HSP90 inh -6 and HSF-1 act 14.
`COc1ccc(C(=O)NNC(=O)Nc2ccc(C)cc2)cc1` gave aSyn UTR inh 31, Platelet DG rel 0, IEC-6 tox -6, HSF1 inhib -2, HIF activator -14, SKKanGAS inh -1, KLF5 inh -1, AI-2 QS mod 21, HSP90 inh 1 and HSF-1 act 17.
Screening Cc1ccc(S(=O)(=O)NC2=NCN(Cc3ccccc3)CN2)cc1 returned aSyn UTR inh 18, Platelet DG rel 4, IEC-6 tox 4, HSF1 inhib 3, HIF activator -0.4, SKKanGAS inh 0, KLF5 inh 24, AI-2 QS mod 12, HSP90 inh 6 and HSF-1 act 4.
For COc1cccc(CN2CC(C(=O)NC3CCC3)CCC2=O)c1 (configuration not stated) the results were aSyn UTR inh -14, Platelet DG rel 6, IEC-6 tox -1, HSF1 inhib -7, HIF activator 0.2, SKKanGAS inh -11, KLF5 inh -2, AI-2 QS mod 21, HSP90 inh -5 and HSF-1 act -7.
CCC(C(=O)N1CCN(S(C)(=O)=O)CC1)c1ccccc1 (configuration not stated) was read as aSyn UTR inh -4, Platelet DG rel 18, IEC-6 tox -1, HSF1 inhib -8, HIF activator 0.1, SKKanGAS inh 2, KLF5 inh -24, AI-2 QS mod -4, HSP90 inh 0 and HSF-1 act -3.
`Cc1cc(Cl)ccc1OCC(=O)NCCC(=O)O` gave aSyn UTR inh 30, Platelet DG rel 5, IEC-6 tox -3, HSF1 inhib -5, HIF activator -0.4, SKKanGAS inh -7, KLF5 inh -10, AI-2 QS mod 0, HSP90 inh -1 and HSF-1 act -19.
`O=C(CSc1nnc(-c2ccc(C(F)(F)F)cn2)o1)Nc1cccc(Cl)c1` gave aSyn UTR inh -192, Platelet DG rel 5, IEC-6 tox 7, HSF1 inhib 2, HIF activator 4.6, SKKanGAS inh 15, KLF5 inh -121, AI-2 QS mod 19, HSP90 inh 4 and HSF-1 act 21.
For O=C(C1CCN(c2ncnc3c2nc2n3CCCCC2)CC1)N1CCN(c2cccc(Cl)c2)CC1 the results were aSyn UTR inh 37, Platelet DG rel 7, IEC-6 tox -3, HSF1 inhib 0, HIF activator -0.2, SKKanGAS inh 16, KLF5 inh -34, HSP90 inh 1 and HSF-1 act -2.
For CCOC(=O)c1c(S(=O)(=O)NCC(=O)Nc2ccc(OC)cc2)c(C)n(C)c1C the results were aSyn UTR inh 13, Platelet DG rel 8, IEC-6 tox -8, HSF1 inhib -8, HIF activator 0.0, SKKanGAS inh -4, KLF5 inh -6, AI-2 QS mod 20, HSP90 inh -3 and HSF-1 act 5.
For CCn1c(CSc2n[nH]c(N)n2)nc2cc(C(=O)O)ccc21 the results were aSyn UTR inh 7, Platelet DG rel -24, IEC-6 tox -2, HSF1 inhib -12, HIF activator -0.1, SKKanGAS inh 0, KLF5 inh -23, AI-2 QS mod 30, HSP90 inh 2 and HSF-1 act 9.
`O=C(NCc1ccco1)c1ccc(Cl)c(S(=O)(=O)Nc2ccccc2)c1` gave aSyn UTR inh 1, Platelet DG rel 8, IEC-6 tox 6, HSF1 inhib -5, HIF activator 0.0, SKKanGAS inh -5, KLF5 inh -19, AI-2 QS mod 19, HSP90 inh 4 and HSF-1 act -12.
`CC1=CC(C)(C)N=C(Nc2nc(C)c3cc(C)cc(C)c3n2)N1` gave aSyn UTR inh -6, Platelet DG rel 2, IEC-6 tox 8, HSF1 inhib -3, HIF activator -0.8, SKKanGAS inh 2, KLF5 inh 1, AI-2 QS mod 32, HSP90 inh 4 and HSF-1 act -21.
Screening CCOc1cc2c3c(c1)C1(OCCO1)C(=O)N3C(C)(C)CC2C (configuration not stated) returned aSyn UTR inh 6, Platelet DG rel 5, IEC-6 tox 12, HSF1 inhib -1, HIF activator -0.5, SKKanGAS inh -3, KLF5 inh 23, AI-2 QS mod 6, HSP90 inh 3 and HSF-1 act 29.
Screening O=C(CCC(=O)NNC(=S)Nc1ccccc1)NCc1ccccc1 returned aSyn UTR inh 10, Platelet DG rel -4, IEC-6 tox 1, HSF1 inhib 3, HIF activator 0.2, SKKanGAS inh -10, KLF5 inh -22, AI-2 QS mod 10, HSP90 inh 4 and HSF-1 act -3.
Screening COCCNc1ccc(S(=O)(=O)N2CCCC2)cc1[N+](=O)[O-] returned aSyn UTR inh 24, Platelet DG rel -1, IEC-6 tox 3, HSF1 inhib -2, HIF activator 0.5, SKKanGAS inh -2, KLF5 inh 0, AI-2 QS mod 69, HSP90 inh 2 and HSF-1 act 21.
`CCN(C(=O)Cn1cnc2c(nc3n2CCCCC3)c1=O)c1cccc(Cl)c1` gave aSyn UTR inh 15, Platelet DG rel -2, IEC-6 tox -2, HSF1 inhib 0, HIF activator -0.7, SKKanGAS inh -7, KLF5 inh -25, AI-2 QS mod 1, HSP90 inh 1 and HSF-1 act 1.
CC1(C)CC(=O)C=C(C(=O)NC2CCCc3c2cnn3-c2cc(F)cc(F)c2)O1 (configuration not stated) was read as aSyn UTR inh 17, Platelet DG rel -4, IEC-6 tox 0, HSF1 inhib -3, HIF activator 1.2, SKKanGAS inh -2, KLF5 inh -31, AI-2 QS mod 23, HSP90 inh -1 and HSF-1 act -4.
For CC(C)(C)C(=O)NC(=S)NNC(=O)c1ccc(Cl)cc1Cl the results were aSyn UTR inh 20, Platelet DG rel 14, IEC-6 tox 2, HSF1 inhib -1, HIF activator 0.2, SKKanGAS inh 73*, KLF5 inh 18, AI-2 QS mod 57, HSP90 inh -1 and HSF-1 act 4.
`Cc1cc(Cl)ccc1OCCNC(=S)NC(=O)c1cccnc1` gave aSyn UTR inh -26, Platelet DG rel 7, IEC-6 tox 2, HSF1 inhib -10, HIF activator -0.3, SKKanGAS inh -5, KLF5 inh 2, AI-2 QS mod 17, HSP90 inh 3 and HSF-1 act -17.
Screening Cc1cc(C)n(-c2nc(NCC(C)O)c3c4c(sc3n2)COC(C)(C)C4)n1 (configuration not stated) returned aSyn UTR inh 3, Platelet DG rel 0, IEC-6 tox -2, HSF1 inhib -6, HIF activator 0.9, SKKanGAS inh 5, KLF5 inh -31, AI-2 QS mod 0, HSP90 inh -1 and HSF-1 act -5.
For CC1(C)Cc2cccc(OCC(=O)N3CCN(c4ccccc4F)CC3)c2O1 the results were aSyn UTR inh -8, Platelet DG rel 4, HSF1 inhib 2, HIF activator 0.7, SKKanGAS inh 0, AI-2 QS mod 2 and HSF-1 act 18.
For CCN(CC)c1nc2ccccc2[nH]c1=O the results were aSyn UTR inh 2, Platelet DG rel 11, IEC-6 tox 10, HSF1 inhib -5, HIF activator -0.2, SKKanGAS inh 3, KLF5 inh -12, AI-2 QS mod 2, HSP90 inh -1 and HSF-1 act -22.
Screening Cc1cccc2cc(CN(CCCN(C)C)C(=S)NCCc3ccccc3)c(=O)[nH]c12 returned aSyn UTR inh -15, Platelet DG rel -6, IEC-6 tox 2, HSF1 inhib 7, HIF activator -1.0, SKKanGAS inh -1, KLF5 inh -1, AI-2 QS mod 7, HSP90 inh 1 and HSF-1 act 1.
`O=C(NC1CC1)C1=C[C@@H](C2CCCCC2)C[C@@H](OCc2ccc(CO)cc2)O1` gave aSyn UTR inh -10, Platelet DG rel 2, IEC-6 tox -1, HSF1 inhib -3, HIF activator -0.4, SKKanGAS inh -7, KLF5 inh -2, AI-2 QS mod 6, HSP90 inh 7 and HSF-1 act 7.
For COc1ccc(CN2C(=O)CN(C3CCCCCC3)C(=O)C2c2ccc(OC)c(OC)c2)cc1 (configuration not stated) the results were aSyn UTR inh -7, Platelet DG rel 1, IEC-6 tox 6, HSF1 inhib 0, HIF activator -0.1, SKKanGAS inh 1, KLF5 inh -19, AI-2 QS mod 3, HSP90 inh 0 and HSF-1 act 22.
Screening Cc1ccc(NC(=O)Cn2c(/C=C/c3ccccc3)nc3ccccc32)cc1C returned aSyn UTR inh 12, Platelet DG rel 6, IEC-6 tox 2, HSF1 inhib 7, HIF activator 0.7, SKKanGAS inh 3, KLF5 inh 20, AI-2 QS mod 43, HSP90 inh 5 and HSF-1 act 0.
Screening O=C(c1ccco1)N1CCN(C(=O)c2cc(-c3ccncc3)nc3ccc(Br)cc23)CC1 returned aSyn UTR inh 1, Platelet DG rel 7, IEC-6 tox 0, HSF1 inhib -4, HIF activator -0.3, SKKanGAS inh 3, KLF5 inh -24, AI-2 QS mod 13, HSP90 inh 2 and HSF-1 act -23.
`Cc1c2c(c(C)n1C)C(C(=O)NC1CCCCC1)N(Cc1ccccc1)C2=O` (configuration not stated) gave aSyn UTR inh -23, Platelet DG rel 16, IEC-6 tox 5, HSF1 inhib 5, HIF activator -0.5, SKKanGAS inh 5, KLF5 inh -26, AI-2 QS mod -1, HSP90 inh 4 and HSF-1 act 31.

The order is random; any-hit rate near 6%.
